KCNQ1 block – inhibitors of human KCNQ1 channel, primary screen, cell-based, thallium flux, high-throughput; hit rate 1.3% among 310,000; Potassium voltage-gated channel subfamily KQT member 1 (Homo sapiens), P51787; B-score at 10 µM; CHO-K1 KCNQ1, FluxOR thallium flux fluorescence; hits give high values;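 active = compounds whose thallium flux B-score, printed positive for inhibition, exceeds three library SD while starting fluorescence stays within three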;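 also: channel opened by potassium depolarization with thallium stimulus after 20 min compound exposure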
KCNK3 inh – human KCNK3 channel inhibitors, primary screen, CHO cells, FluxOR thallium flux, B-score; B-score at 10 µM; AID 602410, 2012; FluxOR fluorescence; hits give low values; hit rate 0.84% among 340,000;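 active = B-score under library mean minus 4 SD, starting fluorescence ratio at most library mean plus 5 SD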;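 also: more negative B-score means stronger inhibition of thallium flux through KCNK3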
Target sequence (O14649 whole entry, looked up): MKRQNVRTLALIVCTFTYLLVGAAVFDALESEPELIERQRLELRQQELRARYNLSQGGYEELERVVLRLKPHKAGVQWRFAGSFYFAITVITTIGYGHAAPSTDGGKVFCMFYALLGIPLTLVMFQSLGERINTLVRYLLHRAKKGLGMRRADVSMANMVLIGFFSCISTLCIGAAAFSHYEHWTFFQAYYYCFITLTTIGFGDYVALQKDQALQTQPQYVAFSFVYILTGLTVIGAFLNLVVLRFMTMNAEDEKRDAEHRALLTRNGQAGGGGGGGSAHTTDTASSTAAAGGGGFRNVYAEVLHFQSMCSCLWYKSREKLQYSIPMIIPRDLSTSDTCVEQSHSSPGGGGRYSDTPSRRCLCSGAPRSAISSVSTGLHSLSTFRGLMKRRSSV
PolyA inh – polyadenylation inhibitors in yeast reporter cells, primary screen, luminescence, S. cerevisiae; calls only at 12 µM; hit rate 0.02% among 300,000; AID 1875, 2009; S. cerevisiae SKY197-pL101 polyadenylation reporter, beta-gal luminescence; efflux-impaired pdr1/pdr3 knockout yeast; score 100 = 6 SD above DMSO;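 active = lowest replicate activity score at least 50, where 100 means six control SD above control mean; inconclusive = lowest score under 50 but half or more replicates reach 50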;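 also: yeast exposed to compound for 9 h at 30 °C; higher score means more reporter readthrough which indicates perturbed polyadenylation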
DYRK1A inh – rat Dyrk1A kinase inhibitors, primary screen, biochemical, single point, plate reader. AID 504441, 2011. ADP-Glo luminescence, NFATc1 peptide. inhibition, % at 12.5 µM. Dual specificity tyrosine-phosphorylation-regulated kinase 1A (Rattus norvegicus), Q63470. hit rate 0.43% among 310,000; in the data active = inhibition above about 50%;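 also: plate controls were vehicle with enzyme for no effect and no enzyme for full effect; many of its hits are not listed in these tables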
GSK3A inh – blockers of GSK3A enzyme activity – biochemical, luminescence, cell-free homogeneous, HTS, primary screen; Glycogen synthase kinase-3 alpha (Homo sapiens), P49840; GSK-3 alpha kinase, ADP-Glo luminescence, 60 min; inhibition, % at 10 µM; hit rate 0.1% among 320,000; AID 2650, 2010;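 in the data active = inhibition above about 50%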;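 also: GST-tagged GSK-3 alpha with peptide substrate and 25 µM ATP; 0% = DMSO neutral wells and 100% = GW8510 positive control wells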
hERG rescue – hERG rescue from dofetilide block, primary screen, cell-based, CHO-hERG, FluxOR thallium flux, dofetilide IC70; Voltage-gated inwardly rectifying potassium channel KCNH2 (Homo sapiens), Q12809; hit rate 0.51% among 310,000; activation (rescue from dofetilide block), less the hit threshold, % at 10 µM; AID 1511, 2009; dofetilide IC70 present;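 active = activation above the mean of controls blocked by dofetilide plus 5 SD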;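 also: thallium influx through hERG after potassium depolarization seen as dye fluorescence rise; in these data hits start at about 4.7%; inactives centre near -7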
HDAC3 inhib – HDAC3 deacetylase inhibitors, primary screen, biochemical, fluorescence, cell-free homogeneous | recombinant HDAC3, fluorogenic peptide/trypsin coupled | inhibition, % at 8.3 µM | hit rate 0.15% among 320,000; in the data active = inhibition above about 26%, passing the limit was not always enough; inconclusive = no clear call, values can overlap the other calls
RGS4 act – RGS4 potentiators or activators, primary screen, cell-based, HEK293 M3R inducible RGS4, calcium flux; B-score at 10 µM; AID 463111, 2010; carbachol calcium flux Fluo4; hits give low values; hit rate 0.92% among 310,000;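 active = B-score of the integrated calcium signal more than 4 SD below the library mean, with starting fluorescence not abnormally high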;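 also: negative B-score means reduced calcium response which marks RGS4 activation or potentiation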
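test system = HEK293 cells with stable M3R and inducible RGS4 | schedule = recording 10 s baseline at 1 Hz, 100 s post-agonist | technique = Fluo4-AM (2 µM) calcium-flux fluorescence, kinetic read | measure = Agonist-evoked peak-minus-minimum fluorescence over baseline, integrated ratio, B score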
KCNQ1 act – potentiators or activators of KCNQ1 channel, primary screen, cell-based, thallium flux, high-throughput; AID 2648, 2010; hit rate 0.35% among 310,000; B-score at 10 µM; CHO-K1 KCNQ1, thallium flux FluxOR fluorescence; hits give high values;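 active = fluorescence ratio B-score, a plate-corrected score, at least three library SD, with initial intensity B-score within 5 SD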
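System: Stable KCNQ1 CHO-K1 line | Incubation: 90 min dye loading and 20 min compound exposure, both at room temperature | Measure: Ratio B score | Medium: Assay buffer for compound exposure, DMSO matched across wells | Compound dosing: Single-concentration screen | Probe or stimulus: K+/Tl+ depolarizing stimulus | Measured by: Kinetic FluxOR fluorescence, 10 s baseline plus 110 s post-stimulus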
KCNK9 block – KCNK9 potassium channel inhibitors, primary screen, HEK293 cells, thallium flux | Potassium channel subfamily K member 9 (Homo sapiens), Q9NPC2 | FluxOR thallium flux fluorescence; hits give low values | B-score at 10 µM | hit rate 1.2% among 310,000 | AID 488922, 2010;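 active = ratio B-score over 3 SD below the library mean, with starting fluorescence within 5 SD of its mean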;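 also: negative B-score means less thallium flux so channel inhibition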
GSK3beta inhib – human GSK3beta kinase inhibitors, primary screen, biochemical, cell-free homogeneous, HTS; Glycogen synthase kinase-3 beta (Homo sapiens), P49841; GST-GSK3beta kinase, ADP-Glo luminescence, 60 min; hits give low values; activity score (negative = inhibition), % at 10 µM; hit rate 0.038% among 300,000; AID 2097, 2009;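 active = more than half of replicate wells score below -50%, meaning over 50% inhibition versus plate controls; inconclusive = some replicates but at most half score below -50%; inactive = no replicate scores below -50%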;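 also: 0% = median DMSO wells and -100% = median GW8510 positive control wells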
Target sequence (P49841 whole entry, looked up): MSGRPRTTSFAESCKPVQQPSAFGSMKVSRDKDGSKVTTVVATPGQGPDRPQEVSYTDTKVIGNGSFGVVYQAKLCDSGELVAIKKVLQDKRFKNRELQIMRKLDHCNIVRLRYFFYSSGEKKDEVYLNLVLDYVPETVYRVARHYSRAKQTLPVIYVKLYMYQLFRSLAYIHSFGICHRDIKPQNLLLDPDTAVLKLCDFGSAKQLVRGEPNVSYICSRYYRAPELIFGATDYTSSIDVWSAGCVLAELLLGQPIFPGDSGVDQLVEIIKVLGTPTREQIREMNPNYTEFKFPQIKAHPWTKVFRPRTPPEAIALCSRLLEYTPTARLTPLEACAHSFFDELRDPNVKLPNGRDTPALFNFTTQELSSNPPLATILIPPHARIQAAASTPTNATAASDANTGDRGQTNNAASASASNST
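Test system: GST-tagged human GSK3beta kinase, cell-free; evaluation: activity score scaled between in-plate DMSO and GW8510 controls; measured by: ADP-Glo luminescence; incubation: 60 min reaction, RT; benchmarks: DMSO and 20 µM GW8510; reagent: peptide substrate plus 25 µM ATP (final); medium: Tris/MgCl2 kinase buffer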
Numbers without * were called inactive; i = inactive; ? = inconclusive; nt = no result given. An excerpt (hit frequency here may not be typical).

Value order – KCNQ1 block	KCNK3 inh	PolyA inh	DYRK1A inh	GSK3A inh	hERG rescue	HDAC3 inhib	RGS4 act	KCNQ1 act	KCNK9 block	GSK3beta inhib
1: COc1ccccc1C(=O)C(O)c1ccccc1OC (centres undefined)
 : i	i	i	-9	nt	-10	1	i	i	i	-1
2: CC(=O)NCCNC(=O)[C@H](Cc1ccccc1)NC(=O)c1cccs1
 : i	i	i	-5	-1	-12	-2	i	i	i	4
3: CC(=O)N1CCSc2ccc(S(=O)(=O)NCCc3ccc(C)cc3)cc21
 : i	i	i	-7	-2	-6	-2	i	i	i	3
4: CCOC(=O)C1=C(O)/C(=C/c2ccc(OCC(=O)O)c(OC)c2)SC1=Nc1ccc(OC)cc1
 : i	i	i	-5	-1	-1	4	i	i	i	1
5: CCOc1ccc(N(CC(=O)NN=C2CCCC2)S(C)(=O)=O)cc1
 : i	i	i	-5	0	-3	?	i	i	i	0
6: COc1ccc(CCNc2oc(COc3ccccc3F)nc2C#N)cc1
 : i	i	i	-1	-1	-13	-2	i	i	i	0
7: CC1(C)Cc2ccccc2-c2nnc(SCC(=O)Nc3ccc4c(c3)OCO4)n21
 : i	i	i	1	-2	-15	7	i	i	i	1
8: O=C1Oc2ccccc2C(=O)/C1=C/N1CCN(c2ccccc2F)CC1
 : i	i	i	-4	-2	-13	5	i	i	i	-1
9: NC(=O)CSCc1c(Cl)cccc1Cl
 : i	i	i	0	-1	-6	8	i	i	i	-2
10: COc1cc2[nH]c(=S)n(Cc3ccco3)c(=O)c2cc1OC
 : i	i	i	-9	4	-9	4	i	i	i	-2
11: Cc1ccc(S(=O)(=O)N2CCCCC2)cc1NC(=O)Cn1cnnn1
 : i	i	i	-1	-1	-8	4	i	i	i	2
12: COc1ccc(CCC(=O)N2CCN(c3cccc(C)c3C)CC2)cc1
 : i	i	i	1	-4	-13	3	i	i	i	nt
13: O=C(NNc1ccccc1)C(=O)NNS(=O)(=O)c1ccc(CCCl)cc1
 : i	i	i	6	-1	-10	14	i	i	i	0
14: CC[C@@]12C(=O)N(c3cccc(Br)c3)C(=O)N1[C@H](c1ccc(OC)cc1)[C@@H]1C(=O)N(C(C)(C)C)C(=O)[C@@H]12
 : i	i	i	-1	-5	-10	10	i	i	i	-6
15: O=C(NNc1nc2c(F)cccc2s1)C1COc2ccccc2O1 (centres undefined)
 : i	i	i	-3	-1	-5	1	i	i	i	1
16: Cc1[nH][nH]c(=O)c1C(c1ccc(N(C)C)c(Br)c1)c1c(C)[nH][nH]c1=O
 : i	i	i	-2	6	-8	-2	i	i	i	-5
17: COc1ccc(C(=O)CC(=O)c2ccccc2O)cc1OC
 : i	i	i	0	1	-6	2	i	i	i	0
18: Nc1c2c(nc3sc4c(c13)CCCC4)-c1ccccc1CC2
 : i	i	i	15	2	-12	5	i	i	i	0
19: CCOC(=O)c1sc(NC(=O)c2cccc(S(=O)(=O)N3c4ccccc4CC3C)c2)cc1C (centres undefined)
 : i	i	i	0	-1	-3	-2	i	i	i	1
20: Cc1ccnc(NS(=O)(=O)c2ccc(NC(=O)Cc3c(F)cccc3Cl)cc2)n1
 : i	i	i	-4	1	-11	8	i	i	i	0
21: CCCS(=O)(=O)c1c(S(=O)(=O)CCC)c2ccccn2c1C(=O)OC
 : i	i	i	4	-1	-12	5	i	i	i	-4
22: COCCN(Cc1cc2cc(C)ccc2nc1Cl)C(=O)Nc1ccccc1OC
 : i	i	i	-4	-2	-8	0	i	i	i	1
23: O=C(NCCC1=CCCCC1)C1CCN(S(=O)(=O)c2ccc(Br)s2)CC1
 : i	i	i	nt	-4	-6	1	i	i	i	-3
24: c1ccc(-n2nnnc2SCc2ccccn2)cc1
 : i	i	i	19	-2	-8	2	i	i	i	1
25: CC(C)c1cc(NC(=O)CCl)on1
 : i	i	i	7	-1	-11	4	i	i	i	-5
26: NC(=O)C(c1ccc(Cl)cc1)c1ccc(Sc2ccccc2)nn1 (centres undefined)
 : i	i	i	6	-2	-12	8	i	i	i	4
27: Cn1ncc(Cl)c1C(=O)NCC1CCCO1 (centres undefined)
 : i	i	i	-1	3	-4	-2	i	i	i	1
28: CCN(CC)S(=O)(=O)c1cccc(NC(=O)C2SC(=Nc3ccc(C)cc3C)C(C(=O)NCC3CCCO3)=C2N)c1 (centres undefined)
 : i	i	i	9	-1	-14	-5	i	i	i	-4
29: COc1ccc(CCNC(=O)CSc2ccc(-c3ccncc3)nn2)cc1
 : i	i	i	-4	-2	-5	-1	i	i	i	1
30: CCc1nc2c(cnn2-c2ccc(Cl)cc2)c(=O)n1-c1ccc(OC)cc1
 : i	i	i	-3	-1	-9	0	i	i	i	1
31: COC(=O)c1c(C(=O)OC)c(-c2ccc(C(C)(C)C)cc2)n2c1CS(=O)C2 (centres undefined)
 : i	i	i	2	-2	-8	2	i	i	i	0
32: CC(C)COC(=O)c1ccc(NC(=O)C2C3C=CC(C3)C2C(=O)O)cc1 (centres undefined)
 : i	i	i	1	-1	-9	0	i	i	i	3
33: O=C(NCc1ccccn1)C1CN(S(=O)(=O)c2ccccc2)CCN1S(=O)(=O)c1ccccc1 (centres undefined)
 : i	i	i	-5	-3	-11	-3	i	i	i	2
34: Cc1ccc(-n2nnc(-c3cc4ccccc4nc3Cl)n2)cc1
 : i	i	i	0	0	-9	-4	i	i	i	3
35: CSc1ncccc1C(=O)NNc1cc(Cl)ccc1Cl
 : i	i	i	-6	-1	-3	?	i	i	i	0
36: O=C(C1CCCN(Cc2ccccc2F)C1)N1CCCCC1 (centres undefined)
 : i	i	i	-1	1	-5	-3	i	i	i	-1
37: Cc1cc(/C=C2\SC(=S)N(Cc3ccco3)C2=O)c(C)n1-c1ccccc1
 : i	i	i	1	-4	-7	4	i	i	i	1
38: CCSc1nnc(-c2cccnc2)n1Cc1ccco1
 : i	i	i	3	-9	-8	-1	i	i	i	-2
39: COc1cc(Cl)ccc1S(=O)(=O)n1nc(C)cc1C
 : i	i	i	nt	9	-4	-2	i	i	i	-1
40: Cc1[nH]c2ccccc2c1C(=O)C(=O)NCCOc1ccccc1
 : i	i	i	4	0	-6	5	i	i	i	-5
41: N#CCCN(Cc1cccs1)C(=O)c1ccc(Cl)cc1
 : i	i	i	-2	-1	-8	-5	i	i	i	0
42: Nn1c(SCc2cccc3ccccc23)nnc1-c1ccco1
 : i	i	i	-4	-2	-7	4	i	i	i	1
43: O=C(CSc1nnc(-c2ccccc2F)o1)N1CCCC1
 : i	i	i	-1	-2	-5	-4	i	i	i	-2
44: COc1ccc2oc(C(=O)OCC(=O)N3CCN(S(=O)(=O)c4ccccc4)CC3)c(C)c2c1
 : i	i	i	3	-1	-12	-4	i	i	i	3
45: O=C(c1ccco1)N(Cc1ccco1)c1ccc(O)cc1
 : i	i	i	-28	11	-4	0	i	i	i	4
46: O=C(N/N=C/c1coc2ccc(Cl)cc2c1=O)c1ccc(O)cc1
 : i	i	i	1	0	-11	97*	i	i	i	0
47: COC(=O)c1scc(S(=O)(=O)C(C)(C)C)c1-n1cccc1
 : i	i	i	1	0	2	-1	i	i	i	-1
48: CC(C)NC(=O)[C@H](CSCc1ccccc1)N1Cc2ccccc2C1=O
 : i	i	i	8	-3	-6	-4	i	i	i	1
49: O=[N+]([O-])c1cc(Cl)ccc1NCCNc1ncc(C(F)(F)F)cc1Cl
 : i	i	i	3	-3	-10	-1	i	i	i	4
50: CN(C(=O)Nc1cccc(C(F)(F)F)c1)C1CCCCC1
 : i	i	i	-4	-2	-6	12	i	i	i	2
51: CCOc1nc(C)ccc1-c1noc(-c2ccccc2OC)n1
 : i	i	i	-7	-5	4	2	i	i	i	1
52: CCOC(=O)/C(=N/Nc1ccc(Cl)cc1)S(=O)(=O)c1ccc(Cl)cc1
 : i	i	i	nt	4	-1	-2	i	i	i	-1
53: Cc1cccc(-c2nnc3n2N=C(c2ccc(Br)cc2)CS3)c1
 : i	nt	i	nt	-2	-8	4	i	i	i	1
54: O=C(CC(=O)N/N=C\c1ccccc1)NCCc1ccccc1
 : i	i	i	3	-1	-11	-1	i	i	i	-1
55: Cc1ccc(O)c(NC(=O)/C=C/C(=O)O)c1
 : i	i	i	-2	-3	-11	-4	i	i	i	3
56: Cc1ccc(S(=O)(=O)N(CC(=O)NC2CC2)c2ccc(C)c(Cl)c2)cc1
 : i	i	i	0	2	-5	-8	i	i	i	-4
57: N#Cc1ccc(Oc2ccc(NC(=O)C3CC=CCC3C(=O)O)cc2)cc1 (centres undefined)
 : i	i	i	3	-3	-17	-2	i	i	i	3
58: Cn1c(CCN2CCCCC2)nc2cc(NC(=O)Nc3ccccc3)ccc21
 : i	i	i	-4	-1	-8	3	i	i	i	5

Bioassay records from PubChem.
